BioA inh: inhibitors of Mycobacterium tuberculosis BioA enzyme; purified M. tuberculosis BioA enzyme, plate reader; inhibition, % at 9.99 µM; actives 0.096% (n = 360,000); AID 602481; in the data active = inhibition above about 40%
TcdB GH inh: blocks C. difficile toxin B glycohydrolase activity; AID 652162; inhibition, % at 9.99 µM; TcdB glycohydrolase enzymatic assay, plate reader; actives 0.24% (n = 350,000); P18177; in the data active = inhibition above about 10%
Mtb UGM inh: Mtb UDP-galactopyranose mutase inhibition; purified UGM, fluorescence polarization probe displacement; AID 504406; P9WIQ1; inhibition, % at 10 µM; actives 0.06% (n = 320,000); in the data active = inhibition above about 10%, passing the limit was not always enough
FadD28 binding: inhibitors of Mycobacterium tuberculosis FadD28 bisubstrate binding. FadD28 bisubstrate probe binding, fluorescence polarization. inhibition, % at 12.5 µM. actives 0.22% (n = 360,000). AID 588549; in the data active = inhibition above about 8.5%, passing the limit was not always enough
PfHsp40 rescue: rescue of PfHsp40-mediated yeast toxicity; growth rescue, % at 12.5 µM; actives 0.68% (n = 340,000); S. cerevisiae expressing PfHsp40, growth rescue, ATP luminescence; in the data active = growth rescue above about 28%, passing the limit was not always enough;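 also: yeast W303a lacking pdr1 and pdr3 grown in galactose medium; growth measured after three days at 30 °C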
GDH-TPI inh: counter-screen for M. tuberculosis FBA inhibitors: GDH-TPI coupled enzymes; GDH-TPI coupled enzyme counterscreen, NADH absorbance; inhibition, % at 4.8 µM; actives 1.2% (n = 360,000); AID 588335; in the data active = inhibition above about 30%;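 also: 0% = DMSO wells and 100% = wells lacking the enzyme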
Vc quorum ag: inducers of Vibrio cholerae quorum light production without autoinducers; AID 588436; V. cholerae BH1578 lux reporter, luminescence, 6 h; activation, % at 18.7 µM; actives 0.16% (n = 350,000); in the data active = activation mostly above about 9.7%, no sharp cut-off; also: not every result past the cut was called active; inactives centre near 0; reference of the scale not given here
Yp Topo-I inh: inhibitors of Yersinia pestis topoisomerase I | AID 504884 | actives 0.064% (n = 360,000) | Y. pestis Topo-I cleavage product accumulation, plate reader | activity, % at 10 µM; in the data active = activity above about 50%, passing the limit was not always enough; also: inactives centre near 2
Mtb FBA inh: inhibits M. tuberculosis FBA enzyme; AID 588726; actives 2.3% (n = 360,000); inhibition, % at 1 µM; purified M. tuberculosis FBA, fluorescence read-out; P9WQA3; in the data active = inhibition above about 27%;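 also: 0% = vehicle and 100% = reference inhibitor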
* = called active by the depositor; i = inactive; · = not tested or not shown; & = joins results of further samples. Rows are unselected; about 4.6% have a hit in one of these screens.

The line under a structure holds: TcdB GH inh	Mtb FBA inh	Yp Topo-I inh	PfHsp40 rescue	GDH-TPI inh	Mtb UGM inh	BioA inh	FadD28 binding	Vc quorum ag
- O=C(/C=C1\NCC2c3ccccc3CCN2C1=O)c1ccccc1 (configuration not stated)
 : ·	0	4	0.6	6	0.0	-0.1	-0.4	i
- CCC1C(=O)N=C(SCC(=O)Nc2nc3ccccc3s2)NC1=O (configuration not stated)
 : 2.7	1	15	-0.3	8	0.2	3.9	0.6	-0.1
- CCn1c(COC(=O)CNC(=O)c2ccccc2F)nc2cc(S(=O)(=O)N(C)C)ccc21
 : 0.5	3	13	-0.5	4	0.0	2.7	-0.6	0.0
- CCN(CC)C(=O)N1CCn2c(nc3ccccc32)C1
 : ·	5	4	-0.8	7	0.9	1.5	-2.8	-1.4
- Oc1ccc(Br)cc1-c1n[nH]c(=S)n1Cc1ccccc1
 : 3.1	5	0	0.3	12	-0.3	-1.8	0.6	-7.7
- COc1ccc(C)c2sc(N(CCN(C)C)C(=O)c3cccc(N4C(=O)CCC4=O)c3)nc12
 : 0.3	1	-10	-1.9	-1	1.2	·	-5.8	-0.7
- Cc1cccn2c(=O)c3cc(C(=O)O)n(C)c3nc12
 : ·	81*	-4	-1.0	25	3.5	·	-0.8	-2.6
- Nc1ccc(CNc2ncn[nH]2)cc1
 : 0.4	0	3	0.0	7	0.2	-2.8	1.2	i
- CCCc1nc2oc3c(NCC(C)O)ncnc3c2c2c1CCCC2 (configuration not stated)
 : 0.6	36*	29	·	1	0.5	-0.3	-2.5	-0.5
- COCCn1c(C)cc(C(=O)CN2c3cccc4cccc(c34)S2(=O)=O)c1C
 : 0.3	6	-4	-0.4	4	3.3	-0.8	·	i
- CCN(c1ccc(OCC(=O)OCC(=O)Nc2ccc(F)c(F)c2F)cc1)S(=O)(=O)c1ccccc1
 : ·	-2	18	0.2	1	3.0	·	-0.8	-0.2
- COc1cccc(NC(=O)CNC(=O)[C@@H]2Cc3ccccc3CN2C(=O)OC(C)(C)C)c1
 : 0.7	2	9	0.4	4	-2.4	-2.4	0.0	0.2
- c1ccc(NCc2cccnc2)cc1
 : ·	3	4	0.4	-7	0.6	1.1	-3.7	i
- CC(C)(C)c1nn2cnnc2n(/N=C/c2cccc3ccccc23)c1=O
 : 1.4	-1	-3	0.2	13	1.2	·	-0.9	-3.6
- C[C@H](NC(=O)OC(C)(C)C)C(=O)NCC1CCC(C(=O)N[C@@H](Cc2ccccc2)C(=O)O)CC1 (some centres not stated)
 : 0.9	0	6	-0.6	3	0.2	-0.9	-3.1	-0.8
- COc1cccc(CC(=O)OCC(=O)NNC(=O)c2ccc([N+](=O)[O-])cc2)c1
 : -0.5	-2	-3	-1.2	12	4.4	-1.4	-2.9	i
- CS(=O)(=O)c1ccc(C(=O)NCc2ccc(F)cc2)cc1
 : 1.3	4	7	-0.3	-7	0.2	-1.0	-3.7	-0.5
- COc1ccccc1NC(=O)C(=O)NCCC1CCCCN1S(=O)(=O)c1ccccc1 (configuration not stated)
 : 0.2	3	2	2.4	-6	2.3	0.2	-4.3	0.0
- OCCNCC(O)CN1c2ccccc2Sc2ccccc21 (configuration not stated)
 : 0.6	1	-23	-2.6	-4	0.0	0.6	-3.6	i
- COCCn1c(SCC(=O)N2CC(C)OC(C)C2)nc2c([nH]c3ccccc32)c1=O (configuration not stated)
 : 2.0	0	3	-0.8	-4	0.0	-1.1	-2.5	i
- CC1SCC(=O)N(CC(=O)NC2CCCCC2)C1=O (configuration not stated)
 : 1.3	6	-2	-0.9	0	·	·	1.0	-3.1
- COc1ccc(/C(C)=N/NC(=O)c2cc(-c3cccnc3)nc3ccccc23)cc1
 : 0.6	-1	-6	-0.3	-3	-0.5	-1.3	-3.1	-8.3
- COc1ccc(-c2cc(NC(C)=O)c3ncc(-c4cc(OC)c(OC)c(OC)c4)n3c2)cn1
 : -5.6	7	18	·	15	·	18	-0.3	i
- COc1ccc(-c2[nH]c(-c3ccccc3)nc2SCC(=O)NC2CCCC2)cc1
 : 1.9	19	11	0.4	6	-2.7	8.9	1.8	-0.3
- CN1CCN(c2ccc(C(=O)c3ccc(F)cc3)cc2)CC1
 : ·	1	0	-1.0	25	-0.6	2.3	-0.9	-6.2
- O=C(Nc1ccc(N2CCCC2)cc1)c1cccc(-c2cc3ccccc3oc2=O)c1
 : 3.1	1	30	-0.4	21	-1.3	1.3	-1.9	-0.3
- Cc1ccc(NCc2ccc([N+](=O)[O-])s2)cc1
 : -0.2	3	-3	1.5	3	1.8	-1.3	0.4	-0.7
- Cc1c(Br)c([N+](=O)[O-])nn1CCCC(=O)Nc1sc2c(c1C#N)CCC2
 : ·	1	-2	5.0	6	-0.8	·	-1.1	-0.6
- COc1ccc(-c2nc3oc4cc(OC)ccc4c(=O)c3c(=O)n2Cc2ccco2)cc1
 : ·	0	4	0.9	11	0.9	-0.1	-4.9	i
- CC1(C)CC(c2nc(-c3ccccc3)cs2)CCS1 (configuration not stated)
 : 1.1	-3	7	-1.5	1	0.7	·	-0.2	i
- CC(c1nccs1)N(C)C(=O)CCc1nnc(-c2ccc(-c3ccccc3)cc2)o1 (configuration not stated)
 : -0.4	8	43	6.0	1	-3.7	·	-1.3	0.5
- Cc1cc(C)nc(NS(=O)(=O)c2ccc(NC(=O)c3ccccc3C)cc2)n1
 : 0.3	1	-3	0.5	-4	1.4	-0.8	-4.2	-0.5
- O=S1(=O)CCN(CCc2ccccc2)CC1
 : 0.6	3	2	·	-5	·	·	1.8	-2.9
- O=C(Nc1ccc(Cl)cn1)C1CCCN(c2ncnc3c2nc2n3CCCCC2)C1 (configuration not stated)
 : 0.9	3	14	-1.6	3	0.3	9.5	-2.8	i
- CCOC(=O)Cc1csc(NC(=O)Cc2ccc(C)cc2)n1
 : -0.1	0	3	-1.3	-1	1.2	·	-1.0	i
- C[C@H]1CN([C@@H](C)CO)C(=O)CCCn2cc(nn2)CO[C@@H]1CN(C)S(=O)(=O)c1cccc(C#N)c1
 : -0.4&1.0	3	-6	·	-4	·	-0.6	0.5	-2.3
- CC(=O)c1cc2c(cc1NC(=O)c1ccc(-n3nc(C)cc3C)cc1)OCO2
 : 0.2	5	-4	0.5	-3	·	0.7	-4.3	i
- O=[N+]([O-])c1ccc(Nc2ccc(F)cc2)cc1
 : 1.1	-8	4	-0.2	5	0.0	-1.8	·	i
- Cc1c(NC(=O)C(C)n2cc([N+](=O)[O-])cn2)c(=O)n(-c2ccccc2)n1C (configuration not stated)
 : 2.6	1	3	-0.1	0	-1.3	·	-4.1	i
- Cc1ccc(NC2=CC(=O)CCC2)cc1C
 : ·	2	9	-0.8	8	3.5	-0.6	-4.6	-0.4
- COc1ccc(CCC(=O)Nc2ccc(Cl)c(S(=O)(=O)N3CCCC3)c2)cc1
 : 1.0	-3	12	0.7	14	-0.1	-0.6	-2.3	-0.6
- Cc1cccc(NC(=O)Nc2nnc([C@H]3C[C@H](O)[C@@H](CO)O3)s2)c1
 : 0.4	0	6	·	4	·	0.7	-2.3	-0.4
- CNC(C)C#Cc1c(-c2cc(OC)c(OC)c(OC)c2)noc1C (configuration not stated)
 : 1.0	1	4	-2.0	6	-5.0	0.9	-2.2	0.5
- COc1ccc(OC)c(NC(=O)CSc2nnc(CNC(=O)c3cccs3)o2)c1
 : 1.1	0	2	0.9	-4	-2.2	1.5	-1.8	-0.4
- Cc1c(C)n(-c2ccccc2)c2ncnc(NCCCN(C)C)c12
 : -0.1	12	7	-1.8	12	-1.0	0.2	0.4	-1.0
- CCOC(=O)c1cc(C)sc1NC(=O)C1CCC1
 : ·	4	5	0.1	3	-2.3	0.2	-0.7	1.2
- CCCCn1c(N)c(N(CC)C(=O)/C=C/c2ccco2)c(=O)[nH]c1=O
 : -0.8	5	1	0.7	9	1.8	·	-0.6	-0.9
- CCOc1ccc(OCC)c(NC(=O)C2CCCN(S(=O)(=O)c3cccs3)C2)c1 (configuration not stated)
 : ·	1	22	0.1	5	·	-1.0	-1.5	i
- COc1ccc(C2NC(=O)c3ccccc3N2)c(OC)c1OC (configuration not stated)
 : 2.7	77*	-14	·	0	·	1.7	-2.5	-3.7
- O=C(CCCSc1nnnn1-c1cccc2ccccc12)c1ccc(F)cc1
 : ·	-12	33	-1.0	-15	0.6	0.0	-5.7	·

In the list so far, these have an NH in an aromatic ring.
The line under a structure holds: TcdB GH inh	Mtb FBA inh	Yp Topo-I inh	PfHsp40 rescue	GDH-TPI inh	Mtb UGM inh	BioA inh	FadD28 binding	Vc quorum ag
- Oc1ccc(Br)cc1-c1n[nH]c(=S)n1Cc1ccccc1
 : 3.1	5	0	0.3	12	-0.3	-1.8	0.6	-7.7
- Nc1ccc(CNc2ncn[nH]2)cc1
 : 0.4	0	3	0.0	7	0.2	-2.8	1.2	i
- COCCn1c(SCC(=O)N2CC(C)OC(C)C2)nc2c([nH]c3ccccc32)c1=O (configuration not stated)
 : 2.0	0	3	-0.8	-4	0.0	-1.1	-2.5	i
- COc1ccc(-c2[nH]c(-c3ccccc3)nc2SCC(=O)NC2CCCC2)cc1
 : 1.9	19	11	0.4	6	-2.7	8.9	1.8	-0.3
- CCCCn1c(N)c(N(CC)C(=O)/C=C/c2ccco2)c(=O)[nH]c1=O
 : -0.8	5	1	0.7	9	1.8	·	-0.6	-0.9

(list continues)
The line under a structure holds: TcdB GH inh	Mtb FBA inh	Yp Topo-I inh	PfHsp40 rescue	GDH-TPI inh	Mtb UGM inh	BioA inh	FadD28 binding	Vc quorum ag
- N#CCC(=O)Nc1ccc(C(=O)OCC(=O)NC2CCCc3ccccc32)cc1 (configuration not stated)
 : 0.4	2	-4	0.7	1	0.5	-1.8	-0.7	i
- Cc1cccc(C(=O)Nc2cccc(OCC(=O)O)c2)c1
 : 0.5	-3	6	-0.7	-3	-0.9	·	-2.6	-1.3
- CCCC(=O)Nc1ccc(C(=O)NNC(=O)COc2ccc(Br)c(C)c2)cc1
 : -0.5	-2	-4	-1.6	7	-2.3	·	0.4	7.1
- CC(=O)c1c(C)[nH]c(C(=O)OCC(=O)N(C)c2c(N)n(Cc3ccccc3)c(=O)[nH]c2=O)c1C
 : 1.8	-2	0	0.0	1	0.8	12	-1.3	i
- CCCn1nc(C(=O)NNC(=O)c2ccc(OC(F)F)cc2)c2ccccc2c1=O
 : 1.4	1	0	-1.0	9	1.8	0.2	-2.0	i
- O=C(NNc1ccc([N+](=O)[O-])cc1)c1ccccc1F
 : -0.4	-6	1	32*	9	·	·	-0.5	i
- CN(C)S(=O)(=O)c1cccc(NC(=O)COc2ccc(C(=O)c3ccccc3)cc2)c1
 : 0.7	1	30	1.6	5	2.1	·	-2.0	-0.2
- O=C(O)COCC(=O)Nc1ccc2c(c1)CCC2
 : ·	1	-7	-0.5	2	-1.4	1.0	-2.1	-0.5
- COc1ccc(S(=O)(=O)NCCOc2ccccc2)cc1C
 : 1.4	6	10	-1.2	4	0.9	·	-3.1	-0.6
- CCCCCn1c(=O)[nH]c2cc(C(=O)Nc3ccc(OC)cc3)ccc2c1=O
 : ·	3	4	1.0	-2	-0.3	0.5	0.6	-1.3
- CC1(c2nnc(-c3ccncc3)o2)CC(c2ccc(Cl)cc2)=NO1 (configuration not stated)
 : 1.0	0	1	-0.9	6	0.3	0.3	-1.8	i
- Cc1csc(N/N=C/c2ccc(O)c([N+](=O)[O-])c2)n1
 : ·	-5	0	0.5	39*	2.2	-0.3	9.3*	i
- CC(=O)C1=C(O)CCCC1=NCc1nc2ccccc2[nH]1
 : 0.4	0	-1	-0.7	8	0.0	·	0.0	i
- CCOC(=O)c1cc(-c2ccncc2)nc2c1c(C)nn2-c1ccccn1
 : ·	7	6	8.5	13	1.7	7.3	-7.1	-0.3
- CCOc1cc(/C=C2\CCCc3c2nc2ccccc2c3C(=O)O)ccc1OC
 : ·	-2	-2	0.5	8	44*	-11	0.0	0.6
- Cc1ccnn1Cc1cc(C(=O)O)c2ccccc2n1
 : 0.3	0	3	-0.8	-10	2.8	·	-3.6	-0.4
- CCn1c(COc2ccc(=O)n(-c3ccccc3)n2)nnc1SCc1cccc(OC)c1
 : ·	-2	18	0.2	1	0.8	·	-2.8	-0.3
- O=C1CSC(=NC2CCCCC2)N1
 : ·	3	3	18	5	1.3	0.8	0.1	i
